All columns: NCI-60 one-dose screen, growth in % after 48 h at 10 µM unless noted; 100 = growth as untreated, 0 = no growth, -100 = all killed.
OVCAR-4: OVCAR-4 ovarian cancer cells; hit rate 3.7% among 80,000
NCI-H226: NCI-H226 lung cancer; hit rate 3.5% among 79,000
NCI-H522: NCI-H522 lung cancer. hit rate 8% among 78,000. AID 1794739
NCI/ADR-RES: NCI/ADR-RES ovarian cells. hit rate 4.4% among 81,000. AID 1794790
NCI-H460: NCI-H460 lung cancer; hit rate 6.8% among 82,000; AID 1794736
NCI-H23: NCI-H23 lung cancer; hit rate 4% among 80,000
NCI-H322M: NCI-H322M lung cancer; hit rate 2.7% among 80,000; AID 1794733
SK-OV-3: SK-OV-3 ovarian cancer cells. hit rate 3.2% among 80,000
IGROV1: IGROV1 ovarian cancer; hit rate 4.7% among 79,000
* hit, by the source's call; x = no result given; & = joins results of further samples; ! = not confirmed by another sample; [ ] = dose if it differs, or a comment. Rule for the calls: active = growth percent below 10; inactive = the rest. No enrichment for hits, and some 11% of all compounds hit somewhere here.

Start of the data: the first 2 entries, ahead of the listing:
Value order – OVCAR-4 | NCI-H226 | NCI-H522 | NCI/ADR-RES | NCI-H460 | NCI-H23 | NCI-H322M | SK-OV-3 | IGROV1
Cc1c(C(=O)NCCc2ccccc2)[n+](=O)c2cc(F)ccc2n1[O-]
    127 | 137 | 72 | 103 | 116 | 96 | 121 | 107 | x
Nc1ncnc2c1c(-c1ccccc1)nn2CC(=O)N1CCOCC1
    102 | 96 | 105 | 107 | 110 | 95 | 106 | 108 | 97

Results, repeating the preview:
Value order – OVCAR-4 | NCI-H226 | NCI-H522 | NCI/ADR-RES | NCI-H460 | NCI-H23 | NCI-H322M | SK-OV-3 | IGROV1
Cc1c(C(=O)NCCc2ccccc2)[n+](=O)c2cc(F)ccc2n1[O-]
    127 | 137 | 72 | 103 | 116 | 96 | 121 | 107 | x
Nc1ncnc2c1c(-c1ccccc1)nn2CC(=O)N1CCOCC1
    102 | 96 | 105 | 107 | 110 | 95 | 106 | 108 | 97
CN(C)S(=O)(=O)n1cnc([C@H]2c3c(ncn3Cc3ccccc3)C[C@H]3COC(=O)[C@H]32)c1
    88 | 116 | 126 | 90 | 107 | 101 | 107 | 102 | 114
c1ccc(-c2nnc(Cn3c(COc4cccc5ccccc45)nc4ccccc43)o2)cc1
    89 | 84 | 77 | 90 | 103 | 87 | 81 | 96 | 94
COc1ccc2cc(C(=O)c3ccccc3)c(=O)oc2c1
    90 | 99 | 72 | 106 | 101 | 102 | 102 | 102 | 100
Cc1c(-c2nnc(-c3cccc4ccccc34)o2)nnn1-c1ccc([N+](=O)[O-])cc1
    42 | 98 | 91 | 85 | 94 | 98 | 98 | 109 | 99
O=c1[nH]cc(CCCc2ccccc2)c(=O)[nH]1
    111 | x | 89 | 115 | 108 | 110 | 115 | 112 | 110
O=C1OCCN1CCCl
    102 | 99 | x | 105 | 104 | 104 | 103 | 112 | 98
O=C(C(=O)N1CCOCC1)c1ccc(OC2OC(CO)C(O)C(O)C2O)cc1 (stereo unspecified)
    116 | 107 | 80 | 113 | 110 | 106 | 115 | 100 | 117
O=C(CN1CCCCCC1)Nc1nc2ccc(NCc3ccc([N+](=O)[O-])cc3)cc2s1
    93 | 87 | 68 | 98 | 101 | 100 | 105 | 100 | 104
O=[N+]([O-])c1cc(OCc2ccccc2)c(OCc2ccccc2)c(OCc2ccccc2)c1
    95 | 85 | 84 | 96 | 93 | 90 | 90 | 106 | 89
O=C(NNC(=S)Nc1ccccc1)c1ccc2cccc(O)c2n1
    50 | 85 | 87 | 73 | 52 | 84 | 72 | 92 | 58
Cc1cc(C[P+](c2ccccc2)(c2ccccc2)c2ccccc2)c(C[P+](c2ccccc2)(c2ccccc2)c2ccccc2)cc1C
    79 | 84 | x | 104 | 66 | 82 | 94 | 94 | 38
Cc1cc(=O)oc2cc(OCCCOc3ccc(/C=C/C(=O)Nc4ccc(Br)cc4)cc3)ccc12
    105 | 77 | 80 | 65 | 9.2* | 68 | 95 | 98 | 73
Cc1ccc(-c2csc(NC(=O)c3ccc(F)cc3)c2C(=O)O)cc1
    90 | 97 | 70 | 80 | 63 | 83 | 105 | 95 | 75
C=C(C)CC/C=C\C(=O)O
    118 | 102 | 86 | 101 | 103 | 99 | 92 | 102 | 98
CC(C)OC(CCCl)c1ccc(Cl)cc1 (stereo unspecified)
    107 | 103 | 73 | 106 | 111 | 108 | 105 | 103 | x
CN1CCCN(CCNc2nccc(-c3c(-c4cccc(O)c4)nc4sccn34)n2)S1(=O)=O
    52 | 72 | 59 | 102 | 40 | 67 | 48 | 16 | 14
O=[N+]([O-])c1ccccc1Nc1cccc(F)c1
    100 | 108 | 86 | 101 | 115 | 100 | 102 | 105 | 108
CC1=CCC2C(=O)N(c3cc(C)on3)C(=O)C2C1 (stereo unspecified)
    108 | 106 | 96 | 104 | 109 | 106 | 106 | 112 | 115
COc1ccc(C/C(N)=N\O)cc1
    115 | 100 | 95 | 99 | 110 | 102 | 99 | 97 | 107
COc1ccccc1NC(=O)COc1cc(O)c2c(=O)cc(-c3ccccc3)oc2c1
    109 | 97 | 96 | 99 | 83 | 99 | 101 | 99 | 100
N#C/C(=C/N)C(N)=O
    98 | 101 | 94 | 108 | 105 | 103 | 99 | 103 | 102
O=C1OC(C(O)C(O)CO)C(O)=C1O (stereo unspecified)
    112&106 | 100&100 | 8.9*! | 102&95 | 112&97 | 98&113 | 97&111 | 93&114 | 111
COc1ccc(-c2nc3ncccn3c2-c2nc3ccc(F)cc3[nH]2)cc1
    111 | 96 | 81 | 93 | 103 | 90 | 93 | 98 | 94
C[C@]12CC[C@H](O)C[C@@H]1CC[C@@H]1[C@@H]2CC[C@@]2(C)[C@H]1CC[C@@H]2[C@](C)(O)CCc1ccc(F)cc1
    38 | 82 | 73 | 82 | 83 | 64 | 103 | 106 | 95
NC(=S)N/N=C1/c2ccccc2-c2cc(Br)ccc21
    68 | 86 | 87 | 92 | 90 | 83 | 84 | 114 | 79
O=C1c2ccccc2C(=O)c2sc(Nc3cccc(Cl)c3)nc21
    -9.2* | -44* | -32* | -17* | 72 | -51* | 65 | 87 | 0.9*
C[Si](C)(C)CCS(=O)(=O)O[C@@H]1C(=O)N(c2cc3c4ccccc4ccc3c3ccccc23)[C@H]1c1ccc(F)cn1
    102 | 96 | 87 | 104 | 105 | 98 | 102 | 100 | 116
CCCCOc1nc2ccc(Cl)cc2cc1/C=C/C(=O)/C=C(O)/C=C/c1cc2cc(Cl)ccc2nc1OCCCC
    101 | 101 | 89 | 112 | 106 | 109 | 98 | 94 | 112
CCn1cnc(C[C@H](NC(=O)[C@H](CCCCNC(=O)Nc2cc(C(F)(F)F)cc(C(F)(F)F)c2)NC(=O)Nc2cc(C(F)(F)F)cc(C(F)(F)F)c2)C(=O)OC)c1
    -17*[100 µM] | 2.9*[100 µM] | x | 51[100 µM] | -41*[100 µM] | -66*[100 µM] | 5.2*[100 µM] | -24*[100 µM] | -24*[100 µM]
COc1ccc(-c2nn(Cc3cc(OC)c(OC)c(OC)c3)c3c2-c2oncc2CC3)cc1
    93 | 100 | 79 | 84 | 104 | 84 | 101 | 105 | 94
Oc1ccccc1C=Nc1ccc(Cl)cn1
    111 | 106 | 117 | 113 | 115 | 99 | 115 | 99 | 106
Cc1ccc(S(=O)(=O)Oc2c(Cl)cc(Cl)cc2Cl)cc1
    88 | 101 | 86 | 102 | 98 | 102 | 102 | 99 | 98
N#CC1=C(Nc2ccccc2F)NC(c2cccc([N+](=O)[O-])c2)c2sc3c(F)cccc3c21 (stereo unspecified)
    104 | 87 | 102 | 108 | 101 | 102 | 100 | 90 | 84
O=C(O)C1OC1(c1ccccc1Cl)c1ccccc1Cl (stereo unspecified)
    111 | 113 | 112 | 112 | 106 | 104 | 151 | 116 | 131
COc1ccc(/C=C2\N=C(Nc3ccccc3)N(NC(=O)c3ccccn3)C2=O)cc1
    90 | 98 | 90 | 97 | 100 | 101 | 106 | x | 96
Cc1cc(C(C)(C)C)c(O)c(C(C)(C)C)c1
    122&112 | 101&102 | x | 106&103 | 108&109 | 100&102 | 118 | 105&115 | 117&120
O=c1c2cc(F)ccc2sc2c(N3CCOCC3)nc3ccccc3c12
    109 | 105 | 93 | 104 | 109 | 94 | 102 | 100 | 101
CCOC(=O)c1cc(C(=O)c2ccc(Br)cc2)n2c(-c3ccccn3)cccc12
    102 | 97 | 90 | 98 | 101 | 97 | 105 | 100 | 85

One compound at a time, as listed above.
`CCn1cnc(C[C@H](NC(=O)[C@H](CCCCNC(=O)Nc2cc(C(F)(F)F)cc(C(F)(F)F)c2)NC(=O)Nc2cc(C(F)(F)F)cc(C(F)(F)F)c2)C(=O)OC)c1` in the list: OVCAR-4: -17*[100 µM]; NCI-H226: 2.9*[100 µM]; NCI-H522: x; NCI/ADR-RES: 51[100 µM]; NCI-H460: -41*[100 µM]; NCI-H23: -66*[100 µM]; NCI-H322M: 5.2*[100 µM]; SK-OV-3: -24*[100 µM]; IGROV1: -24*[100 µM]
`Oc1ccccc1C=Nc1ccc(Cl)cn1` in the list: OVCAR-4: 111; NCI-H226: 106; NCI-H522: 117; NCI/ADR-RES: 113; NCI-H460: 115; NCI-H23: 99; NCI-H322M: 115; SK-OV-3: 99; IGROV1: 106

Later entries.
Value order – OVCAR-4 | NCI-H226 | NCI-H522 | NCI/ADR-RES | NCI-H460 | NCI-H23 | NCI-H322M | SK-OV-3 | IGROV1
N#Cc1cc(N)n(-c2nc3c(cnn3-c3ccccc3)c(=O)n2-c2ccccc2)n1
    102 | 86 | 41 | 95 | 105 | 96 | 94 | 77 | 91
COC(=O)[C@H]1[C@H]2C[C@@H]3c4[nH]c5cc(OC)ccc5c4CCN3C[C@H]2C[C@@H](OC(=O)c2cc(OC)c(OC)c(OC)c2)[C@@H]1OC
    79 | 80 | 95 | 90 | 96 | 91 | x | 114 | x
O=C1c2ccccc2C(=O)c2c(NCCN=Cc3c(O)ccc4ccccc34)cccc21
    94 | 92 | 85 | 85 | 89 | 93 | 91 | 84 | 65
Cc1ccc(Nc2ccc(Nc3ccc(C)cc3)c3c2C(=O)c2ccccc2C3=O)cc1
    101 | 97 | 90 | 116 | 107 | 99 | 91 | 90 | 92
CC1(C)[C@@H]2CC[C@]1(C)[C@@H](O)C2
    118 | 96 | 86 | 115 | 101 | 99 | 101 | 90 | 97
CN(CCC(=O)c1cccc2ccccc12)Cc1ccccc1
    110 | 107 | 90 | 112 | 103 | 96 | 102 | 126 | 100
O=C1/C(=C/c2ccc(O)cc2O)N=C2SCCCN12
    97 | 106 | 92 | 99 | 110 | 95 | 98 | 102 | 101
C=C(C)CNC(=O)C1CC(C)=CC(C)C1C (stereo unspecified)
    93 | 96 | 92 | 111 | 104 | 103 | 83 | 101 | 99
O=C(CSc1nnc(-c2cccs2)n1-c1ccccc1)Nc1ccccc1F
    95 | 96 | 55 | 49 | 97 | 91 | 103 | 96 | 85
CCOC(=O)CC1Oc2ccc3c(c2NC1=O)c(C(=O)OCC)c(C)n3C (stereo unspecified)
    95 | 94 | 83 | 87 | 101 | 99 | 102 | 114 | 103
CC(C)(Oc1ccc(C2CC2(Cl)Cl)cc1)C(=O)O (stereo unspecified)
    128 | 100 | x | 99 | 116 | 101 | x | 105 | 132
CCOc1ccc(C(CN2CCOCC2)C(C)=O)cc1OC (stereo unspecified)
    98 | 99 | -52* | 107 | 108 | 99 | 117 | 99 | 113
COc1ccc(C(C)=O)cc1S(N)(=O)=O
    101 | 101 | 76 | 98 | 104 | 98 | 97 | 115 | 108
CC(=O)/C(N=O)=C(/C)O
    113 | 104 | 98 | 107 | 117 | 96 | 94 | 116 | 113
OCC1CCN(c2cc(-c3cccnc3)ccc2NC(=S)Nc2ccc(C(F)(F)F)cc2)CC1
    59 | 84 | 52 | 78 | 56 | 47 | 81 | 68 | 87
COc1ccc(NCC(=O)Nc2ccc(-c3nc4ccccc4s3)cc2)cc1
    87 | 95 | 95 | 102 | 99 | 86 | 97 | 108 | 92
O=C1/C(=C/c2ccc([N+](=O)[O-])cc2)SC(=NC2CCCCC2)N1Nc1ccccc1
    61 | 100 | 65 | 58 | 58 | 69 | 65 | 110 | 74
N#Cc1nc(-c2ccc(Cl)cc2)oc1N1CCN(c2ccc(F)cc2)CC1
    101 | 105 | 97 | 102 | 100 | x | 91 | 118 | 103
COc1ccc(Nc2nc(C)c(/C(C)=N/NC(=S)Nc3ccccc3)s2)cc1
    104 | 99 | 84 | 97 | 98 | 82 | 91 | 100 | 91
Clc1nc2ccccc2nc1Cc1nnc(-c2ccccc2)o1
    107 | 83 | 76 | 103 | 102 | 92 | 100 | 102 | 62
CCc1ccc2c(c1)N(CCO)C1=C(C(=O)OC1)C2c1cc(OC)c(OC)c(OC)c1 (stereo unspecified)
    49 | 3.0* | -40* | -3.1* | 2.4* | 19 | 14 | 23 | 10
CCC(C)N(c1ccc(Cl)cc1)c1nc(-c2ccc(Br)cc2)cs1 (stereo unspecified)
    96 | 93 | 89 | 102 | 98 | 89 | 91 | 93 | 82
O=C(NCCO)c1ccc(C(=O)NCCO)cc1
    116 | 105 | 90 | 108 | 113 | 106 | 100 | 99 | 107
O=C(/C=C/c1cccc(C(F)(F)F)c1)Nc1cccc(C(F)(F)F)c1
    48 | 64 | 34 | 46 | 14 | 33 | 80 | 79 | 53
O=C(Nc1ccccc1)Nc1nnc(-c2ccncc2)o1
    90 | 95 | 92 | 100 | 110 | 96 | 102 | 94 | 110
Cc1ccccc1C(=O)NCc1ccccc1
    101 | 92 | 88 | 102 | 103 | 97 | 104 | 95 | 99
COc1ccc(/C=C(\C#N)c2cc3ccccc3n2S(C)(=O)=O)cc1
    93 | 90 | 73 | 60 | 105 | 90 | 100 | 112 | 74
Cc1ccc(S(=O)(=O)OCCCc2cn(-c3ccccc3F)nn2)cc1
    93 | 92 | 93 | 105 | 109 | 103 | 100 | 107 | 99
CC1(CC(=O)Nc2ccccc2)Nc2ccccc2-c2ccnn21 (stereo unspecified)
    107 | 90 | 89 | 104 | 104 | x | x | 85 | 82
Cn1cc(-c2csc(-c3cn(C)c4ccccc34)n2)c2cnccc21
    68 | 112 | 17 | 42 | -46* | 83 | 67 | 105 | 69
O=C(CSC(=S)N1CCN(Cc2ccccc2)CC1)Nc1nc2ccc(Cl)cc2s1
    97 | x | x | 98 | 116 | 94 | 113 | 101 | 89

Compound activity from PubChem.
